Compound activity as filed in PubChem.
TRHR enhancer: TRH receptor (human) allosteric enhancement | enhancement, % at 2 µM | TRHR cells, fluo-8 calcium fluorescence, EC20 TRH enhancement | actives 0.66% (n = 360,000) | P34981; in the data active means enhancement above about 30%; further: 0% is about no effect
Target sequence (P34981 whole entry, looked up): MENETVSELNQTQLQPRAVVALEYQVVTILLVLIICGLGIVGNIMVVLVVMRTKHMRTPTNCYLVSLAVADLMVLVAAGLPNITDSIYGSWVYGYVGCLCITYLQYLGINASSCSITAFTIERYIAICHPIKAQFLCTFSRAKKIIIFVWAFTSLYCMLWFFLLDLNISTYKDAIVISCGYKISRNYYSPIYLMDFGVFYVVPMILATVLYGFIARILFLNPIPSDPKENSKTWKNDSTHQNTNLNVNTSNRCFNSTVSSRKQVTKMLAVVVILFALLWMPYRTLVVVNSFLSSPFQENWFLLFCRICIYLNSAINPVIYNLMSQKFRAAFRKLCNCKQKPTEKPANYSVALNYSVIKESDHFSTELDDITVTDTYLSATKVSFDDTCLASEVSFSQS
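Enhancer read-out: after compound pinning and an initial kinetic agonist-mode read, an EC20 of TRH (10 nM final) was injected and fluo-8 calcium signal (Ex 480/Em 530) followed at 1 s/cycle for 100 cycles in TRHR-expressing cells.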
D2 ag: agonists of human D2 dopamine receptor | activation, % at 2 µM | actives 0.53% (n = 340,000) | HEK293 T-REx D2 cells, calcium flux agonist mode;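 active means activation over 3 SD above normal in the single-dose calcium agonist read, cut at about 30% in these data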; further: 0% is about no effect
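In this primary screen, compounds producing a positive calcium signal within 180 s of addition to tetracycline-induced, force-coupled HEK293 Trex D2 cells are flagged; cells are dye-loaded with a no-wash calcium kit beforehand.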
TRHR agonist: TRH receptor (human) agonism. TRHR cells, calcium flux fluo-8, FDSS agonist mode. activation, % at 2 µM. actives 0.18% (n = 360,000). AID 493084; further: 0% is about no effect
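Read-out: compound-evoked intracellular calcium rise in TRHR cells, fluo-8 dye, kinetic FDSS fluorescence at 1 s/cycle following a 10-cycle baseline. Cells cultured overnight before dye loading (30 min–1.5 h, RT).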
RXFP1 antagonist: RXFP1 (human) relaxin receptor antagonism; Q9HBX9; HEK293-RXFP1, relaxin-stimulated cAMP HTRF, 30 min; stronger effect = lower value; activity change, negative = inhibition, % at 57.5 µM; actives 0.59% (n = 350,000);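 active means activity change of -60% or lower, but not beyond a set lower limit; inconclusive means change between -60% and -40%, or beyond the set limit; inactive means change above -40%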; further: on the % scale 0 is the no-effect control and ±100 the full control effect
D1 PAM: enhances dopamine response at the human D1 receptor; potentiation, % at 10 µM; AID 504651; P21728; HEK293 TREx D1 cells, calcium flux, dopamine EC20 potentiation; actives 0.036% (n = 360,000); in the data active means potentiation above about 30%; further: 0% is about no effect
Target sequence (P21728 whole entry, looked up): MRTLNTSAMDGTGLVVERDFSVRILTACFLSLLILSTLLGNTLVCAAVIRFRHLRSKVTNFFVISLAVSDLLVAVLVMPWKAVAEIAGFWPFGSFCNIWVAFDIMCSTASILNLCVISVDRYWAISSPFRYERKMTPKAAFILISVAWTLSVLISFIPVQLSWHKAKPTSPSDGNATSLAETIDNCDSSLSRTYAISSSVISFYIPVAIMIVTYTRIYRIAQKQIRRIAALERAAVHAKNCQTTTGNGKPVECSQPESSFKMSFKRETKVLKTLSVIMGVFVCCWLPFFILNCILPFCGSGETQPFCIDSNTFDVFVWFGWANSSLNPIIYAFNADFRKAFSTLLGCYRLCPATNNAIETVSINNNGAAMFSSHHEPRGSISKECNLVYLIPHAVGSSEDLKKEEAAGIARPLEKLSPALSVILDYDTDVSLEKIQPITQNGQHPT
D2 antag: D2 dopamine receptor (human) antagonism. P14416. HEK293 TREx D2 cells, calcium flux, dopamine EC80. inhibition, % at 10 µM. actives 2% (n = 340,000). AID 485344; in the data active means inhibition above about 30%; further: 0% is about no effect
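Cells plated overnight at 30 C with tetracycline; no-wash calcium dye, 30–90 min RT; 10 s baseline; compound pinned; 180 s read; EC80 dopamine added; another 180 s read.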
D2 potentiator: positively modulates the human D2 dopamine receptor allosterically; P14416; HEK293 T-REx D2, calcium flux, EC20 dopamine potentiation; potentiation, % at 10 µM; actives 0.34% (n = 340,000); AID 485347;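 active means potentiation over 3 SD above the plate norm, cut at about 30% in these data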; further: 0% is about no effect
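Potentiation of an EC20 dopamine calcium response measured kinetically over 180 s, after a preceding 180 s compound-only read flagging agonists. Cells: inducible Hek293 Trex D2 line, 4000/well, cultured overnight at 30 C before dye loading.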
D1 antagonist: antagonists of human D1 dopamine receptor. P21728. HEK293 TREx D1 cells, calcium flux, dopamine EC80; stronger effect = lower value. activity change, negative = inhibition, % at 10 µM. actives 3.2% (n = 360,000); in the data active means activity change below about -30%; further: on the % scale 0 is the no-effect control and ±100 the full control effect
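Inducible Hek293 Trex D1 cells (tetracycline, overnight, 30 C). Calcium dye 30–90 min RT. Antagonist mode: EC80 dopamine added after 180 s compound read.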
D1 ag: human D1 receptor agonism | P21728 | HEK293 T-REx D1 cells, calcium flux, agonist mode | activation, % at 2 µM | actives 1% (n = 360,000) | AID 504660; further: 0% is about no effect
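Agonism was scored from calcium flux recorded over 180 s (1 read/s) after pintool compound addition, following a 10-cycle baseline. Cells were inducible force-coupled HEK293 TREx D1, plated overnight at 30 C and loaded with no-wash calcium dye.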
Numbers without * were called inactive; ? = inconclusive; nt = no result given. Unless noted, no stated cut-off is given here; in the data, active means activation above about 30%; inactive means the rest.

SMILES	TRHR enhancer	D2 ag	TRHR agonist	RXFP1 antagonist	D1 PAM	D2 antag	D2 potentiator	D1 antagonist	D1 ag
CCOc1ccc2c(c1)c(=O)c(C(=O)c1ccc(CC)cc1)cn2CC(=O)Nc1ccc2c(c1)OCCO2	6	-0.3	0.1	nt	3	nt	17	3	-1
FC(F)C(F)(F)Oc1cccc(-c2n[nH]c(=S)n2Cc2ccccc2)c1	2	-0.5	-0.2	?	4	3	-2	-40*	0
COc1cccc(CN2CCN(Cc3ccc4cccc(F)c4n3)CC2CCO)c1 (configuration not stated)	-2	0.6	0.2	3	0	-11	0	-17	2
CCSc1nnc(NC(NC(C)=O)(C(F)(F)F)C(F)(F)F)s1	1	0.6	0.7	22	-7	-13	5	8	1
C=CCn1c(C)cc(-c2csc(NC(=O)CCc3nc4ccccc4c(=O)[nH]3)n2)c1C	0	-0.4	0.4	-16	-1	7	-3	6	3
O=C(NCc1ccco1)/C(=C\C=C\c1ccccc1)NC(=O)c1ccco1	2	0.6	-0.3	10	-1	0	0	3	2
COc1cc(OC)cc(C(=O)N[C@H](C(=O)Nc2ccc(F)cc2F)C(C)C)c1	-8	-2.0	-1.2	9	-1	-3	-10	0	5
COC(=O)c1ccc(COc2cccnc2[N+](=O)[O-])cc1	3	0.6	-0.5	-2	-3	22	-6	-2	1
COc1cccc(C(=O)NCC(=O)NCc2cc(=O)n(C)c(=O)n2C)c1OC	5	0.2	-0.6	8	-4	-5	-8	-15	7
C#CCOCCOCCOCCNc1nc(N2CCN(C(=O)[C@H](CCCCN)n3cc(C(N)CO)nn3)CC2)nc(N2CCN(C(=O)[C@H](CCC(=O)O)n3cc(C(N)CC(C)C)nn3)CC2)n1 (some centres not stated)	-1	-0.7	-1.1	nt	2	4	0	8	6
O=C(NCc1ccncc1)C1CCN(S(=O)(=O)c2ccc(Cl)c(C(F)(F)F)c2)CC1	2	0.0	-0.1	-13	7	16	5	-10	2
COc1ccccc1C(=O)NNC(=O)c1ccccc1	-4	1.1	0.6	-4	2	-4	0	18	0
CCc1noc(C)c1C(=O)NC1CCCc2c1cnn2-c1ccc(C(C)(C)C)cc1 (configuration not stated)	2	-0.2	0.3	-16	-1	5	-2	-2	0
COc1cccc(OC)c1C(=O)NC(=O)Oc1c(F)cccc1F	5	0.9	0.5	6	2	2	9	6	2
O=C1CC(C(=O)NCc2ccccc2)N=C(N2CCCCC2)N1 (configuration not stated)	6	1.0	0.4	-8	1	-17	-10	16	1
NS(=O)(=O)c1cccc(NC(=O)COC(=O)COc2ccc3ccccc3c2)c1	3	-0.7	0.3	-24	0	20	16	9	4
COc1ccc(Nc2ncnc3scc(-c4ccc(F)cc4)c23)cc1	-1	-1.1	-0.6	-14	2	nt	-3	-9	2
COc1ccc(N(C)S(=O)(=O)c2ccc3c(c2)n(C)c(=O)c(=O)n3C)cc1	-3	1.0	-0.9	nt	-2	nt	2	6	-2
O=C(Nc1nc2ccsc2c(=O)s1)C1CCC1	1	-0.5	-0.6	-33	0	0	12	-5	0
CCOC(=O)CC1=C(C(=O)OCC)C(c2cccnc2)C(C#N)=C(N)O1 (configuration not stated)	33*	0.3	0.0	-5	-6	-1	2	9	1
O=C(CNC(=O)c1ccc2ccccc2c1)OCC(=O)N1CCN(S(=O)(=O)c2ccc3ccccc3c2)CC1	-2	0.8	-0.9	1	0	-13	0	3	-1
CCN(c1ccc(OC)cc1)c1ncnc2nc[nH]c12	1	-1.3	-0.6	nt	9	-10	5	11	0
Cc1cccc(N(C(=O)c2ccc(Cl)cc2)C2CS(=O)(=O)CC2OC(=O)c2ccc(Cl)cc2)c1 (configuration not stated)	11	0.6	0.2	6	0	-19	-3	1	2
Cc1cc2c(c(=O)n1Cc1ccco1)C(c1cccnc1)C(C#N)=C(N)O2 (configuration not stated)	1	0.9	-0.5	11	-1	-2	20	-5	1
C/C(N)=C(/C#N)C(=O)COC(=O)c1oc2ccccc2c1COC(C)C	-6	0.5	0.6	-4	0	8	7	-20	5
Cc1nn(C)c(NC(=O)c2ccccc2Cl)c1Cl	-5	1.4	0.2	4	-6	12	-11	-38*	1
NNC(=S)Nc1ccc(S(=O)(=O)N2CCOCC2)cc1	8	0.4	0.0	14	2	-9	1	-8	2
CCOC(=S)N/C(=N\S(C)(=O)=O)c1ccccc1	-5	0.5	0.9	13	-3	15	7	8	2
NC(=O)N/N=C/c1ccc2cccc(OCc3ccccc3)c2n1	8	0.8	-0.2	-7	-1	10	-5	5	0
CC(c1ccco1)N(C(=O)c1ccc(Cl)c([N+](=O)[O-])c1)c1ccccn1 (configuration not stated)	1	-0.1	0.5	-18	-10	11	1	2	1
Cc1ccc(CNC(=O)c2ccc(N3CCC4(CC3)CC(c3ccccc3)=NO4)c(NC(=O)c3ccc(Br)cc3)c2)cc1	-1	1.1	1.4	nt	-1	3	0	3	4
CCCn1c(SCC(=O)NC2CCCCC2)nnc1-c1ccccn1	0	0.1	0.2	4	-4	15	-7	2	-3
CN(CC(=O)NC1CC1)S(=O)(=O)c1ccc(F)cc1	3	0.1	0.6	-3	-1	-17	7	1	4
Cc1cc(C)c2nc(-c3ccccn3)cc(C(=O)NCc3ccc(S(N)(=O)=O)cc3)c2c1	3	2.0	-0.1	-11	0	12	-11	nt	2
O=C(NC(=S)Nc1ccc(C(=O)N2CCOCC2)cc1)c1ccc([N+](=O)[O-])cc1	10	-0.1	0.0	6	-5	5	4	1	4
Cc1ccccc1-n1c(C)nnc1SCc1nc2ccccc2s1	-3	-1.9	-0.3	-8	-4	-6	-7	-4	1
CCOC(=O)c1sc2ccccc2c1OC(=O)c1ccccc1OC	-4	0.2	0.2	0	7	-11	6	12	9
COC(=O)c1cc(Cl)c(NC(=O)c2ccc(F)cc2)cc1OC	-6	0.3	-0.3	-5	-1	-2	13	-8	2
Cc1ccc(/C(O)=C2\C(=O)C(=O)N(CC(C)O)C2c2cccc(F)c2)cc1 (configuration not stated)	2	-0.1	0.0	21	-4	-1	-6	6	-2
NS(=O)(=O)c1ccc(NNC(=O)c2ccccc2C(=O)O)cc1	-8	0.3	0.2	-1	-2	15	-2	0	1
COc1cc(OC)c(C2CC(=O)Nc3ccc4ccccc4c32)cc1OC (configuration not stated)	1	nt	-1.4	nt	-3	nt	17	-1	5
Cc1ccc(C)c(NS(=O)(=O)c2ccc3c(c2)NC(=O)CO3)c1	-10	-0.4	-0.2	-3	-3	-10	-2	1	1
CN(C)S(=O)(=O)c1ccc(N/C=C(\[N+](=O)[O-])S(=O)(=O)c2ccccc2)cc1	1	0.6	0.0	-3	1	-8	7	-2	3
CN(C)CCn1cnc2c1c(=O)[nH]c(=O)n2Cc1ccccc1	-8	0.7	0.2	-7	-2	15	0	0	1
Cn1c(=O)c2ccccc2n(CC(=O)NC2CCCCC2)c1=O	4	-0.1	1.6	2	-4	18	-4	2	0
COc1ccc2cc3cc(C(=O)Nc4ccccc4C)oc3nc2c1	-3	0.6	-1.1	nt	1	nt	-1	-8	-2
CCOc1ccc(NC(=O)[C@@H](NC(=O)c2ccco2)C(C)C)cc1	8	1.8	0.4	11	1	39*	2	8	2
COc1ccc(NC(=O)Cn2c(CCC(=O)O)ccc2-c2ccccc2)cc1Cl	0	-0.2	-0.1	-3	6	nt	4	-16	0
COc1ccc(/C=C2/CCOC2=O)cc1	-6	nt	0.1	nt	-2	nt	nt	-14	1
COc1ccc(C2=CC(c3ccccc3F)n3ncc(C(=O)Nc4ccc(C)cc4)c3N2)cc1 (configuration not stated)	4	-0.4	0.5	-3	-1	nt	nt	-1	3

One compound at a time, as listed above. Screens in order: TRHR enhancer, D2 ag, TRHR agonist, RXFP1 antagonist, D1 PAM, D2 antag, D2 potentiator, D1 antagonist, D1 ag
Listed for Cn1c(=O)c2ccccc2n(CC(=O)NC2CCCCC2)c1=O → 4, -0.1, 1.6, 2, -4, 18, -4, 2, 0
Listed for COc1ccc(C2=CC(c3ccccc3F)n3ncc(C(=O)Nc4ccc(C)cc4)c3N2)cc1 (configuration not stated) → 4, -0.4, 0.5, -3, -1, nt, nt, -1, 3
Listed for Cc1ccc(C)c(NS(=O)(=O)c2ccc3c(c2)NC(=O)CO3)c1 → -10, -0.4, -0.2, -3, -3, -10, -2, 1, 1
Listed for CN(C)S(=O)(=O)c1ccc(N/C=C(\[N+](=O)[O-])S(=O)(=O)c2ccccc2)cc1 → 1, 0.6, 0.0, -3, 1, -8, 7, -2, 3
Listed for CCOc1ccc(NC(=O)[C@@H](NC(=O)c2ccco2)C(C)C)cc1 → 8, 1.8, 0.4, 11, 1, 39*, 2, 8, 2

Reprinted at random: 2 entries already listed
SMILES	TRHR enhancer	D2 ag	TRHR agonist	RXFP1 antagonist	D1 PAM	D2 antag	D2 potentiator	D1 antagonist	D1 ag
COc1ccc2cc3cc(C(=O)Nc4ccccc4C)oc3nc2c1	-3	0.6	-1.1	nt	1	nt	-1	-8	-2
Cn1c(=O)c2ccccc2n(CC(=O)NC2CCCCC2)c1=O	4	-0.1	1.6	2	-4	18	-4	2	0

Going on with the list.
SMILES	TRHR enhancer	D2 ag	TRHR agonist	RXFP1 antagonist	D1 PAM	D2 antag	D2 potentiator	D1 antagonist	D1 ag
COc1ccc(-c2noc(-c3nnn(-c4ccc(C(C)C)cc4)c3C)n2)cc1OC	0	0.8	0.4	-1	-3	nt	7	5	7
Cc1cc(C)cc(N2C(=O)c3nccnc3C2=O)c1	-1	-0.4	-0.7	nt	-1	5	-6	-3	0
COc1ccc(-n2c(CC3C(=O)Nc4ccc(C)cc43)nc3ccccc3c2=O)cc1 (configuration not stated)	2	nt	0.9	-1	-1	nt	1	1	0
CC(NC(=O)c1cccc(S(=O)(=O)N2CCCCCC2)c1)c1ccccc1 (configuration not stated)	2	-0.2	-0.9	-2	2	-16	7	6	1
Cc1cccc(C)c1NC(=O)Cc1cccs1	-4	-0.5	0.2	-13	-4	7	7	18	0
CN(C)S(=O)(=O)Oc1cccc(C(=O)Nc2cccc(Cl)c2)c1	-10	-1.4	-0.1	-4	-7	5	1	-18	22
CCOc1cc(OCC)cc(C(=O)O)c1	4	0.0	0.4	8	5	-6	11	-1	2
COc1ccccc1NC(=O)CN1CCSc2ccccc21	-7	-0.8	-0.4	-10	-9	12	-5	21	0
CCCC(=O)N(c1ccc2oc(C)c(C(C)=O)c2c1)S(=O)(=O)c1ccc(C)cc1	0	0.2	-0.3	nt	-5	nt	-1	3	1
COc1ccc(NC(=O)CN2C(=O)NC(C)(c3ccc(C)cc3)C2=O)cn1 (configuration not stated)	0	0.8	0.2	4	nt	-34	2	-3	10
Cc1ccc(-n2c(=O)c3sccc3n(CC(=O)NCC3CCCO3)c2=O)cc1F (configuration not stated)	12	-0.4	-0.4	-13	nt	-7	3	13	9
CCCC[C@]12Cc3cc(OC)c(OC)cc3C(O1)C1=C(CC3(CCCCC3)OC1=O)O2	-2	nt	-0.2	nt	-1	nt	nt	7	1
